PTAP TSG101 blk – qHTS Assay for Iinhibitors of HIV-1 Budding by Blocking the Interaction of PTAP/TSG101; Potency, µM (titrated, usually from 115 µM), for inactives: at the highest dose activity change, negative = inhibition, hits mostly inhibitors; 340,000 tested, under 10 active; Fluorescence polarization, FITC-PTAP peptide / Tsg101 binding; active = well fitted inhibition curve with a large enough effect in the main read-out, with a control signal flat, not every such curve was filed as active; inconclusive = small, poorly fitted or top-dose-only effect, or effect the other way, or a change in a side signal; inactive = no such curve, though single readings can be large or run the other way; also: potency is read from the fitted curve at half-maximal effect; % of control where 0% means no effect
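Tsg101 binding domain (10 uM final) was mixed with compound and a FITC-labeled PTAP peptide (50 nM final) in HEPES pH 7.5 buffer with NaCl, Tween 20, EDTA and TCEP; fluorescence polarization was read after 20 min at r.t.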
AT treatment – qHTS Assay for Identifying a Potential Treatment of Ataxia-Telangiectasia. hit rate 0.19% among 320,000. AID 485349, 2010. […] A-T fibroblasts, KAP-1 phosphorylation AlphaLISA; neocarzinostatin DNA damage 30 min before lysis. Potency, µM (doses to about 57.5 µM), for the others: top-dose activation, most hits filed as activators; also: potency is read from the fitted curve at half-maximal effect; % of control where 0% means no effect; nearly all actives have a fitted effect of over 45% in size
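ATM-like activity read as KAP-1 phosphorylation via AlphaLISA donor/acceptor antibody pairs after lysis and 6 hr at 25C. Cells were ATM-null patient fibroblasts ([…], hTERT), dosed 60 min, then exposed to the DSB inducer NCS for 30 min.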
ASM inhibitor – Inhibitors of Secretory Acid Sphingomyelinase (S-ASM): qHTS. Sphingomyelin phosphodiesterase (Homo sapiens), P17405. Potency, µM (series often up to 57.5 µM), for the others: at the top dose activity change, negative = inhibition, most hits filed as inhibitors. hit rate 0.006% among 340,000. AID 504937, 2011. placental ASM, HMU-PC fluorogenic substrate, 60 min; also: potency is read from the fitted curve at half-maximal effect
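HMU-PC0 cleavage (9 uM final) by human placental ASM, 60 min at 37 °C following 10 min compound exposure at RT; stopped at pH 10, fluorescence Ex 386/Em 447 nm.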
Eya2 phos inh – qHTS Assay for Inhibitors of the Phosphatase Activity of Eya2 | recombinant Eya2, OMFP fluorescence dephosphorylation (OMFP is methylfluorescein phosphate) | Potency, µM (top dose mostly 76.9 µM), for the others: at the top dose activity, negative = inhibition, hits mostly inhibitors | hit rate 0.006% among 330,000; also: potency is read from the fitted curve at half-maximal effect; % is scaled to controls: 0 for no effect and ±100 for the full control effect
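Eya2 protein (added as 0.2 uM solution) was preincubated with compound for 10 min at ambient temperature in 50 mM HEPES pH 7.5, 50 mM NaCl, 5 uM MgCl2, 0.05% BSA, 1 mM DTT. OMFP (added at 50 uM) then reacted 10 min; fluorescence read at 485/525 nm.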
BCR signal inh – qHTS Assay to Find Inhibitors of Chronic Active B-Cell Receptor Signaling; hit rate 0.05% among 340,000; ABC-DLBCL IkBa-CBG/CBR reporter, luminescence ratio, 4 h; Potency, µM (highest dose often 46.1 µM), for inactives: top-dose ratio change, negative = lower green/red ratio, actives largely listed as inhibitors; active = well fitted inhibition curve with a large enough effect in the signal ratio, with a control signal flat, not every such curve was filed as active; inconclusive = small, poorly fitted or top-dose-only effect, or effect the other way, or a change in a side signal; the % refers to the signal ratio;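 also: potency is read from the fitted curve at half-maximal effect; plate controls were basal doxycycline-induced cells for no effect and cells given 10 µM MG132 for full effect; MG132 reads +100%, hits lower the ratio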
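Concentration-response series (up to 46 uM) were applied to TMD8 dual-reporter cells for 4 h at 37C with doxycycline. Green/red ratio, after filter-overlap correction, defined %Activity; red signal alone was normalised to basal cells and zero luminescence.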
TCR activator – Activators of T cell receptors: qHTS campaign; primary human leukocytes, anti-CD3, IL-2 HTRF, 48 h; Potency, µM (titrated, usually from 9.22 µM), without a hit: at the top dose activation of IL-2 secretion, hits mostly activators; AID 504894, 2011; 330,000 tested, under 10 active; also: % of control where 0% means no effect
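Primary human leukocytes were stimulated with a-CD3 beads plus compounds for 48 hr without co-stimulation; secreted IL-2 was quantified by HTRF using a-IL-2-K (europium cryptate) and a-IL-2-d2, excited at 320nm with acceptor emission read at 665nm.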
Tb PFK block – qHTS Assay to Find Inhibitors of T. brucei phosphofructokinase; ATP-dependent 6-phosphofructokinase (Trypanosoma brucei brucei), O15648; hit rate 0.17% among 330,000; Potency, µM (titrated, usually from 57.5 µM), inactives show top-dose activity, negative = inhibition, most hits filed as inhibitors; T. brucei PFK, ADP-Glo luminescence;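 also: potency is read from the fitted curve at half-maximal effect; 0% = uninhibited 1x PFK enzyme wells and -100% = no-enzyme wells; nearly all actives have a fitted effect of over 60% in size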
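1.25 nM PFK with 0.5 mM F6P and 0.1 mM ATP in 0.1 M TEA pH 8.0, 5 mM MgCl2, incubated 45 min at room temperature; ADP measured by ADP-Glo luminescence; compounds titrated up to 57 uM.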
Integrin act MD – qHTS for Activators of Integrin-Mediated Alleviation for Muscular Dystrophy. AID 624291, 2012. Potency, µM (series often up to 38.3 µM), for inactives: at the top dose activation, hits mostly activators. hit rate 0.064% among 350,000. alpha7betagal myoblasts, beta-gal FDG fluorescence, 48 h;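 also: potency is read from the fitted curve at half-maximal effect; 100% = response of the positive control SU9516; nearly all actives have a fitted effect of over 60% in size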
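Alpha7betagal+/- myoblasts (passage 13) were plated 16-24 hr, then exposed to compounds (1:260 dilution of DMSO stock) for 48 hours at 37C. After MPER lysis, β-galactosidase reporter activity was read as FDG fluorescence (ex 480/em 540) after 30 minutes.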
TSHR antagonist – Antagonists of the Thyroid Stimulating Hormone Receptor: HTS campaign; Thyrotropin receptor (Homo sapiens), P16473; TSHR-expressing cells, TSH-stimulated cAMP HTRF, 2 h; active compounds read low; activity change, negative = inhibition, % at 11.5 µM; hit rate 0.2% among 330,000; AID 504810, 2011;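 active = activity change below a set negative limit, meaning inhibition stronger than a set level, cut at about -70% in these data; inconclusive = activity change between two set negative limits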; also: % is scaled to controls: 0 for no effect and ±100 for the full control effect
Target sequence (P16473 whole entry, looked up): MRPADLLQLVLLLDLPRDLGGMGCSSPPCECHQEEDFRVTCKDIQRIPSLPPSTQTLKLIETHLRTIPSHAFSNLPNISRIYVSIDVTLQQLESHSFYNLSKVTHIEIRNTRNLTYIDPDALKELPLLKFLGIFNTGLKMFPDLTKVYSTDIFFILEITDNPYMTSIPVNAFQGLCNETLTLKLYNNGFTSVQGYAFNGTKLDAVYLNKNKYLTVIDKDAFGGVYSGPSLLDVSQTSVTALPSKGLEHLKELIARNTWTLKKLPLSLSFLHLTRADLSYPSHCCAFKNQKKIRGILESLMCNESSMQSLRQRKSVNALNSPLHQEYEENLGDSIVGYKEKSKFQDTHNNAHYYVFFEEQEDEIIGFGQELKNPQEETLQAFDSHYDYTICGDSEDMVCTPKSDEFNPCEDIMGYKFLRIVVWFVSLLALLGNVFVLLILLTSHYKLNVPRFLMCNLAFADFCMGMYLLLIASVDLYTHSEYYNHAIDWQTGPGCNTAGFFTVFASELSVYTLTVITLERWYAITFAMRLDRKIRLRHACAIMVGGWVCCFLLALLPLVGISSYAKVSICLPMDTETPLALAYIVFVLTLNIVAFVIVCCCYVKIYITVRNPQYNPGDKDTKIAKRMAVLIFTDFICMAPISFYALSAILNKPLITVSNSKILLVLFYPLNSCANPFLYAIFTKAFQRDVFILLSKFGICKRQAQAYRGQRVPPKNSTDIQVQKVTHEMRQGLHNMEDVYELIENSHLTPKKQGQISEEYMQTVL
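Competitive HTRF cAMP read-out (cryptate anti-cAMP antibody, cAMP-d2; 30 min, room temperature) in freshly harvested TSHR cells. Compounds added before TSH at EC80 (4nM final), followed by 2 hours' incubation at 37 deg C.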
ELG1 DNA repair – qHTS screen for small molecules that inhibit ELG1-dependent DNA repair in human embryonic kidney (HEK293T) cells expressing luciferase-tagged ELG1; hit rate 2.3% among 330,000; Potency, µM (highest dose often 46.1 µM), without a hit: at the highest dose activity change, negative = inhibition, actives largely listed as inhibitors; AID 504467, 2011; HEK293T ELG1-luciferase reporter, luminescence, 16 h; DNA damage induced by 5-fluorouridine; also: potency is read from the fitted curve at half-maximal effect; % is scaled to controls: 0 for no effect and ±100 for the full control effect; nearly all actives have a fitted effect of over 55% in size
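Reporter activity after DNA damage by 5-fluorouridine is monitored. Compound-treated cells incubate 16 hr at 37 °C, then ONE-Glo is added for 30 min before luminescence reading.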
Mito fusion act – qHTS Assay for Small Molecule Inhibitors of Mitochondrial Division or Activators of Mitochondrial Fusion; Potency, µM (titrated, usually from 46.1 µM), for inactives: top-dose growth rescue (activation), most hits filed as activators; hit rate 0.23% among 320,000; AID 485298, 2010; S. cerevisiae fusion-defective mutant growth rescue, CellTiterGlo 48 h;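 also: potency is read from the fitted curve at half-maximal effect; % of control where 0% means no effect; nearly all actives have a fitted effect of over 45% in size; temperature-sensitive fusion mutants such as fzo1-1 at 37 °C on non-fermentable ethanol glycerol medium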
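Temperature-sensitive fusion-defective S. cerevisiae (e.g. fzo1-1, mgm1-5) were grown with compound in YPEG medium (3% ethanol, 3% glycerol) for 48 hours at 37C. Growth rescue was measured as viability by CellTiterGlo luminescence after 10 minutes at ambient.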
* hit, by the source's call; ? = inconclusive; . = no result given; [ ] = remark or other dose. Unless noted, calls follow the shape of the dose curve; as a rule, active = well fitted curve in the direction sought with a large enough effect; inconclusive = small, poorly fitted or top-dose-only effect, or another doubt; inactive = no such curve, though single readings can be large; an effect the other way counts as inactive or inconclusive.

1	CCCC(=O)n1nc(-c2ccccc2)nc1N
2	C[C@H](CO)N1C[C@H](C)[C@@H](CN(C)C(=O)Nc2ccc(C(F)(F)F)cc2)Oc2ccc(NS(=O)(=O)c3ccccc3)cc2C1=O
3	COc1ccc(-n2nnnc2S(=O)(=O)CC(=O)N2CCCCC2)cc1
4	COCCNc1oc(/C=C/c2ccc(F)cc2)nc1S(=O)(=O)c1ccccc1
5	Cc1ccc(C2=NNC3(CCOC(C)(C)C3)S2)cc1 (stereo not drawn)
6	O=S(=O)(Nc1nnc(C2CCCCC2)s1)c1ccc(F)cc1
assay / compound,1,2,3,4,5,6
PTAP TSG101 blk,0%,-10%,-2%,-4%,3%,-6%
AT treatment,1%,-1%,8%,12%,1%,8%
ASM inhibitor,0%,-15%,-2%,.,-1%,6%
Eya2 phos inh,4%,20%,4%,3%,-4%,-6%
BCR signal inh,-6%,-1%,?,0%,?,6%
TCR activator,-1%[46.1 µM],-1%,-4%,-1%,6%,0%
Tb PFK block,0%,5%,-10%,-8%,1%,4%
Integrin act MD,14%,18%,-46%[inhibitor],?,21%,14%
TSHR antagonist,12,-2,6,-2,6,.
ELG1 DNA repair,10%,-1%,-17%,9%,?,0%
Mito fusion act,0%,.,-5%,7%,2%,28%

7	Cc1ccc(-c2nc3ncccc3o2)cc1NC(=O)Cc1ccc(Cl)cc1
8	CSc1ccccc1NC(=O)CN(C)C(=O)c1c(C)nn(Cc2ccccc2)c1C
9	CC(=O)Nc1ccc(OCc2cnc(Cl)s2)cc1
10	COc1ccc(-c2nnc(NC(=O)C(C)C)o2)cc1
11	O=C(CSc1nccn1Cc1ccc(F)cc1)NC1CCCC1
12	CCn1c(C(O)c2cc(OC)ccc2OC)nc2ccccc21 (stereo not drawn)
assay / compound,7,8,9,10,11,12
PTAP TSG101 blk,-1%,-2%,0%,-7%,3%,-3%
AT treatment,1%,6%,0%,6%,-3%,8%
ASM inhibitor,1%,0%,0%,7%,0%,1%
Eya2 phos inh,-3%,8%,7%,12%,1%,10%
BCR signal inh,-1%,6%,?,?,3%,-2%
TCR activator,4%[46.1 µM],3%,8%,1%,1%,3%
Tb PFK block,1%,0%,-24%,3%,3%,-2%
Integrin act MD,-5%,-11%,17%,0%,18%,15%
TSHR antagonist,34,13,20,-11,19,-3
ELG1 DNA repair,?,2%,?,19%,1%,-22%
Mito fusion act,5%,-1%,-5%,-6%,-3%,-3%

13	O=C(COC(=O)/C=C/c1ccccc1[N+](=O)[O-])Nc1ccc(OC(F)F)cc1
14	COc1cccc(NC(=O)CN(C)C(=O)CC2Sc3ccccc3NC2=O)c1 (stereo not drawn)
15	Cc1ccc(NC2=C(Cl)C(=O)OC2OC(=O)c2ccco2)cc1C (stereo not drawn)
16	COc1ccc(NC(=S)N/N=C2\CC(C)(C)Oc3ccc(O)cc32)cc1
17	O=C(c1ccc(-n2cnnn2)cc1)N1CCN(C(c2ccccc2)c2ccccc2)CC1
18	Cc1ccc(C)c(C(=O)COC(=O)c2n[nH]c3ccccc23)c1
assay / compound,13,14,15,16,17,18
PTAP TSG101 blk,0%,-1%,-2%,-3%,-7%,0%
AT treatment,1%,0%,-8%,-6%,6%,33%
ASM inhibitor,-4%,-1%,-2%,8%,-14%,-5%
Eya2 phos inh,4%,2%,3%,-15%,-9%,-9%
BCR signal inh,0%,-6%,?,-7%,4%,?
TCR activator,0%[46.1 µM],-1%,0%[46.1 µM],1%[46.1 µM],1%,-3%
Tb PFK block,12%,-5%,0%,5%,3%,0%
Integrin act MD,4%,17%,-12%,-24%,3%,6%
TSHR antagonist,-9,13,2,-5,-15,15
ELG1 DNA repair,12%,-2%,-17%,-5%,?,?
Mito fusion act,-2%,-4%,-1%,-1%,-5%,.

19	NC(=O)COC(=O)c1cccc2c1-c1ccccc1C2=O
20	CCCCCCC#Cc1cncc(C(=O)NNC(=O)Nc2cc(Cl)cc(Cl)c2)c1
21	CN(CC(=O)NC(=O)Nc1ccccc1F)Cc1ccccc1F
22	CCCC(=O)Nc1ccc2nc(C)n(Cc3ccccc3Cl)c(=O)c2c1
23	O=C1COc2ccc(S(=O)(=O)NCc3ccc(Cl)cc3)cc2N1
24	COc1cc2c3c(c1)c(N=NC(N)=S)c(O)n3C(C)(C)C=C2C
assay / compound,19,20,21,22,23,24
PTAP TSG101 blk,-3%,1%,-2%,-2%,2%,1%
AT treatment,-2%,1%,1%,2%,-3%,6%
ASM inhibitor,-1%,-6%,2%,-1%,-1%,-12%
Eya2 phos inh,-26%,9%,0%,-9%,-20%,-6%
BCR signal inh,-1%,-10%,0%,-5%,?,?
TCR activator,0%,4%,-5%,4%,-5%,1%
Tb PFK block,3%,0%,-1%,0%,-17%,-2%
Integrin act MD,-20%,-36%,-15%,6%,3%,-45%
TSHR antagonist,3,-3,-6,-11,25,-6
ELG1 DNA repair,5%,-28%,?,?,14%,-4%
Mito fusion act,1%,-1%,.,6%,1%,-5%

Looked up by compound from the entries so far, three records:
24	COc1cc2c3c(c1)c(N=NC(N)=S)c(O)n3C(C)(C)C=C2C
22	CCCC(=O)Nc1ccc2nc(C)n(Cc3ccccc3Cl)c(=O)c2c1
20	CCCCCCC#Cc1cncc(C(=O)NNC(=O)Nc2cc(Cl)cc(Cl)c2)c1
assay / compound,24,22,20
PTAP TSG101 blk,1%,-2%,1%
AT treatment,6%,2%,1%
ASM inhibitor,-12%,-1%,-6%
Eya2 phos inh,-6%,-9%,9%
BCR signal inh,?,-5%,-10%
TCR activator,1%,4%,4%
Tb PFK block,-2%,0%,0%
Integrin act MD,-45%,6%,-36%
TSHR antagonist,-6,-11,-3
ELG1 DNA repair,-4%,?,-28%
Mito fusion act,-5%,6%,-1%

(listing goes on)
25	COCCCn1c(SCc2cccc(OC)c2)nc2cc(OC)c(OC)cc2c1=N
26	O=C(COC(=O)C1CC2C=CC1C2)Nc1ccc2c(c1)OC(F)(F)O2 (stereo not drawn)
27	O=C(CCCc1c[nH]c2ccccc12)Nc1ncccc1O
28	COc1ccc(-c2cc3c(=O)n(CC(=O)Nc4ccc(C(C)=O)cc4)ncn3n2)cc1
29	Cc1nnc(NC(=O)c2ccc(Br)o2)s1
30	Cc1cccc(NC(=O)COC(=O)c2cccs2)c1C
31	COCCNC(=O)C(C#N)c1nc2ccccc2nc1N1CCCCCC1 (stereo not drawn)
32	CCCCn1c(N)c(N(CCC(C)C)C(=O)c2ccc(N3CCCC3=O)cc2)c(=O)[nH]c1=O
assay / compound,25,26,27,28,29,30,31,32
PTAP TSG101 blk,0%,-4%,-4%,14%,-5%,0%,-3%,-3%
AT treatment,-2%,2%,3%,1%,-3%,7%,4%,3%
ASM inhibitor,-26%,0%,2%,-1%,-2%,-2%,181%[activator],6%
Eya2 phos inh,-7%,-21%,-3%,-8%,5%,-23%,9%,-34%
BCR signal inh,?,-2%,?,-2%,-3%,-5%,?,9%
TCR activator,6%,-7%[46.1 µM],-3%,-3%,-3%,2%,-3%,-6%
Tb PFK block,-1%,0%,3%,2%,-2%,-4%,0%,-1%
Integrin act MD,-3%[7.66 µM],27%[7.66 µM],-11%,-19%,5%,11%,-14%,7%
TSHR antagonist,5,-13,0,-4,1,27,-5,-4
ELG1 DNA repair,?,-15%,-18%,?,1%,14%,?,1%
Mito fusion act,5%,-2%,-2%,2%,-18%,-1%,9%,2%
